KLF5 inh: KLF5 expression inhibitors, primary screen, DLD-1 cells, luminescence | inhibition, % at 5 µM | 290,000 tested, 0.23% active | DLD-1 KLF5 promoter-luciferase reporter;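 active = inhibition above a per-plate limit of that plate's mean compound inhibition plus 3 SD, cut at about 60% in these data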;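 also: 0% = DMSO wells and 100% = LY294002 at 200 µM; higher means less KLF5 promoter-driven luciferase light; inactives centre near -14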
GSK3B inh: human GSK3beta kinase inhibitors, primary screen, biochemical, cell-free homogeneous, HTS; Glycogen synthase kinase-3 beta (Homo sapiens), P49841; GST-GSK3beta kinase, ADP-Glo luminescence, 60 min; active compounds read low; activity score (negative = inhibition), % at 10 µM; 300,000 tested, 0.038% active;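 active = more than half of replicate wells score below -50%, meaning over 50% inhibition versus plate controls; inconclusive = some replicates but at most half score below -50%; inactive = no replicate scores below -50%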;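 also: 0% = median DMSO wells and -100% = median GW8510 positive control wells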
Target sequence (P49841 whole entry, looked up): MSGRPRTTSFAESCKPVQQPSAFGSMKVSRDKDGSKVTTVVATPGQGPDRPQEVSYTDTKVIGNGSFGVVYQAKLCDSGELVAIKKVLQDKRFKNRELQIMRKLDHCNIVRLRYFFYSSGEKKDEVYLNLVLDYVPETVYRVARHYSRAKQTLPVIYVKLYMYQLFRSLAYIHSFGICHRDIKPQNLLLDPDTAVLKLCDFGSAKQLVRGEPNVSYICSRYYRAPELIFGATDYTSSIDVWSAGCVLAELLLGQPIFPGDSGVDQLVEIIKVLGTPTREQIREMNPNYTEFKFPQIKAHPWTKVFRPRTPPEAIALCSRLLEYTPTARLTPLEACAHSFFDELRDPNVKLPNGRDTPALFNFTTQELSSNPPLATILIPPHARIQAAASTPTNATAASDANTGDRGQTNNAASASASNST
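Assay system: GST-tagged human GSK3beta kinase, cell-free; Input: 1.6 ng GSK3beta; Medium: Tris/MgCl2 kinase buffer; Timing: 60 min enzyme reaction, room temperature; Signal: ADP-Glo luminescence quantifying ADP generated by kinase; Evaluation: score relative to plate controls; Benchmarks: DMSO neutral wells and GW8510 at 20 µM as positive.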
Dyrk1A ADPGlo: rat Dyrk1A kinase inhibitors, primary screen, biochemical, single point, plate reader | Dual specificity tyrosine-phosphorylation-regulated kinase 1A (Rattus norvegicus), Q63470 | ADP-Glo luminescence, NFATc1 peptide | inhibition, % at 12.5 µM | 310,000 tested, 0.43% active; in the data active = inhibition above about 50%;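 also: plate controls were vehicle with enzyme for no effect and no enzyme for full effect; many of its hits are not listed in these tables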
IEC-6 cytotox: cytotoxicity in IEC-6 intestinal epithelial cells, primary screen, cytotoxicity control for KLF5 inhibitor project, cell-based, luminescence | IEC-6 cytotoxicity, luminescence viability | inhibition, % at 5 µM | 290,000 tested, 0.78% active | AID 1825, 2009; in the data active = inhibition above about 22%;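 also: 0% = plate median of test compound wells and 100% = cytotoxic reference compound wells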
HSF1 inh: HSF1 inhibitors in luciferase reporter cells, primary screen, cell-based, NIH3T3, luminescence | 300,000 tested, 0.77% active | AID 2098, 2009 | activity change, negative = inhibition, % at 7.5 µM (by protocol) | NIH3T3-HGL HSE-luciferase, MG132-induced, luminescence 8 h; active compounds read low;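 active = more than half of replicate wells show activity change below -50%, luminescence cut by over half; inconclusive = some wells, but at most half, below -50%; inactive = no replicate well below -50%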;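 also: luciferase reports HSF-1 transcriptional activity via heat shock element; 0% = median of DMSO wells and -100% = zero luminescence signal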
aSyn 5UTR inh: MLPCN primary screen, SNCA 5' untranslated region; inhibition, % (tested at 7.5 µM); 300,000 tested, 0.82% active; alpha-synuclein 5'UTR reporter, inhibitor activity; in the data active = inhibition above about 60%; inconclusive = no clear call, values can overlap the other calls;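 also: H4 neuroglioblastoma cells stably carrying SNCA 5'UTR luciferase fusion; 0% = DMSO wells and 100% = positive control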
HSP90 inh: HSP90 inhibitors, primary screen, cell lysate, luminescence; inhibition, % at 5.6 µM; Rabbit reticulocyte lysate, luciferase refolding luminescence, 3 h; 290,000 tested, 0.91% active; Heat shock protein HSP 90 (rabbit reticulocyte lysate; luciferase refolding);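 active = inhibition above the screen-wide mean plus 3 SD, computed separately per campaign, cut at about 16% in these data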;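 also: 0% = DMSO wells and 100% = 60 µM geldanamycin wells; inhibitors lower the luminescence because luciferase stays unfolded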
HSF1 activator: HSF-1 activators, primary screen, NIH3T3-HGL cells, MG132 stress, luminescence, single point. NIH3T3-HGL HSF-1 luciferase reporter, 8 h; 100% = twice DMSO control signal. activation, % at 9 µM. 300,000 tested, 1.7% active;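 active = mean replicate activation of at least 50% with a set share of replicates each reaching 50%; inconclusive = only one of those two conditions met; inactive = mean below 50% and too few replicates reaching it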;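 also: 0% = median of the neutral control wells and 100% = twice that signal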
Platelet DG rel: inhibitors of platelet dense granule secretion, primary screen, cell-based, MLPCN, human platelets; human platelet-rich plasma, SFLLRN dense granule ATP release, luminescence; inhibition, %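 (compounds screened at 7.5 µM in platelet-rich plasma)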; 300,000 tested, 0.22% active; AID 1663, 2009;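 active = mean replicate score, as percent of positive control, at or above 50; inconclusive = mean below 50 but at least one replicate at or above 50; inactive = mean and every replicate below 50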
GSK3A inh: blockers of GSK3A enzyme activity – biochemical, luminescence, cell-free homogeneous, HTS, primary screen. Glycogen synthase kinase-3 alpha (Homo sapiens), P49840. GSK-3 alpha kinase, ADP-Glo luminescence, 60 min. inhibition, % at 10 µM. 320,000 tested, 0.1% active. AID 2650, 2010;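 in the data active = inhibition above about 50%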;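 also: GST-tagged GSK-3 alpha with peptide substrate and 25 µM ATP; 0% = DMSO neutral wells and 100% = GW8510 positive control wells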
Target sequence (P49840 whole entry, looked up): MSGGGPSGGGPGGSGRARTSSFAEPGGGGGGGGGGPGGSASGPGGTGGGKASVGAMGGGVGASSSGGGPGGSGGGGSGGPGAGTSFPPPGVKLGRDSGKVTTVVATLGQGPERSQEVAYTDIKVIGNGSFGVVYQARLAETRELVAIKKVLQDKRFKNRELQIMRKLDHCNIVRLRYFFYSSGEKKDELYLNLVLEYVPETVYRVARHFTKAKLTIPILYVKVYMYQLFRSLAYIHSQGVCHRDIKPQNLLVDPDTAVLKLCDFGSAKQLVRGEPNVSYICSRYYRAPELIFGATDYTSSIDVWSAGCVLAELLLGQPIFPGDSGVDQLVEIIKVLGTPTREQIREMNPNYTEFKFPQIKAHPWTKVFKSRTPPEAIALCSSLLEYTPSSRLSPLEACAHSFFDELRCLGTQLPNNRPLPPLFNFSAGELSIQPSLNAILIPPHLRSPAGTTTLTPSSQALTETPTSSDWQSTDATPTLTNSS
* = called active by the depositor; u = inconclusive; x = not tested or not shown. Not all compounds are listed; rates above refer to the full screens.

Values run as follows: KLF5 inh | GSK3B inh | Dyrk1A ADPGlo | IEC-6 cytotox | HSF1 inh | aSyn 5UTR inh | HSP90 inh | HSF1 activator | Platelet DG rel | GSK3A inh
> CN(C)c1nc(-c2ccccc2)c2cc(Cl)ccc2n1
  -13 | -1 | -1 | 4 | 1 | 31 | 1 | -7 | 2 | -3
> O=c1c2ccccc2c2ccccc2c(=O)n1CC1CCCO1 (centres undefined)
  -5 | 1 | -3 | -4 | -3 | 36 | -1 | -16 | -22 | 2
> CO[C@@]1(NC(=O)CSCC#N)C(=O)N2C(C(=O)O)=C(CSc3nnnn3C)CS[C@@H]21
  -9 | 1 | 3 | -2 | -1 | -36 | 5 | -18 | -5 | -4
> COc1ccc(/C=C/C(=O)NC(=S)NN2CCCCC2c2cccnc2)cc1 (centres undefined)
  -14 | 4 | 20 | -6 | -5 | 9 | -4 | 14 | -4 | x
> COc1cc(NC(=O)COC(=O)CNS(=O)(=O)c2ccc(F)c(F)c2F)cc(OC)c1
  -21 | 1 | 0 | 1 | -4 | 13 | 1 | -5 | 2 | 1
> CCOC(=O)N1CCN(C(=O)CCCN2C(=O)CSc3nc(C)cc(C)c32)CC1
  -29 | 3 | 2 | 0 | 12 | 9 | 6 | 17 | 53* | 3
> NS(=O)(=O)c1ccc(NC(=S)N2CCN(Cc3ccc(Cl)c(Cl)c3)CC2)cc1
  -38 | 2 | 2 | -2 | 4 | 36 | -2 | 7 | -2 | 0
> CCN(CC)C(=O)Cn1cc(C(=O)C(=O)NCCCn2ccnc2)c2ccccc21
  -25 | 1 | -8 | -4 | 4 | 23 | 0 | 5 | 11 | 0
> COc1ccc(CC(=O)NCc2ccccc2)cc1OC
  -3 | 1 | 11 | 2 | -4 | 25 | 0 | -2 | 1 | -4
> Cc1cc(Nc2ccccc2)n2nc(C)c(-c3ccccc3)c2n1
  2 | -5 | -4 | -3 | 3 | -64 | -9 | 22 | 0 | -4
> O=C(NCc1ccco1)/C(=C/c1ccccc1F)NC(=O)c1ccccc1
  -14 | -1 | -3 | -2 | 0 | 5 | -5 | 11 | 10 | 0
> COc1ccc(-c2csc(NC(C)c3nc4cc(Cl)c(Cl)cc4n3CCCO)n2)cc1 (centres undefined)
  x | -2 | 2 | x | 7 | 12 | x | 15 | 7 | 2
> Cc1ccc(CNC(=O)CN(C)S(=O)(=O)c2ccc3c(c2)n(C)c(=O)c(=O)n3C)cc1
  -22 | 1 | 0 | -2 | -2 | 8 | 1 | -16 | 2 | 1
> Cc1ccc(S(=O)(=O)Oc2ccccc2/C=N/NC(=O)c2c(Cl)cnn2C)cc1
  -28 | 2 | -1 | -4 | 2 | -2 | -3 | -2 | -2 | -1
> C=CCN(c1ccccc1C(=O)O)S(=O)(=O)c1ccc(C)cc1
  11 | 2 | -2 | -2 | -4 | 15 | -1 | 9 | 7 | -3

Additional records:
Values run as follows: KLF5 inh | GSK3B inh | Dyrk1A ADPGlo | IEC-6 cytotox | HSF1 inh | aSyn 5UTR inh | HSP90 inh | HSF1 activator | Platelet DG rel | GSK3A inh
> CC1=CN2C(=NC(=O)CC2(C)C(=O)N(CC(=O)NC2CCCC2)Cc2ccccc2)C=C1 (centres undefined)
  4 | 4 | -11 | 6 | -2 | -5 | 2 | -11 | 0 | -2
> OCCOc1ccc(CN2CCN(CCCc3ccccc3)C(CCO)C2)cc1 (centres undefined)
  -10 | -2 | 13 | 2 | 2 | -2 | 0 | -6 | -3 | 2
> CCn1c(CC(=O)Nc2ccccc2)nnc1SCC(=O)Nc1ccccc1C(=O)OC
  -13 | 3 | 0 | -2 | 2 | -11 | 1 | 1 | -2 | 0
> COc1ccc(NC(=O)CN2CCC(Cc3ccccc3)CC2)cc1S(=O)(=O)N1CCOCC1
  -46 | -3 | 1 | 3 | -12 | 6 | -1 | 0 | 2 | -1
> COc1ccc(CC(=O)NC(C)CCc2ccccc2)cc1 (centres undefined)
  -36 | 0 | -4 | -11 | 0 | 1 | -8 | 7 | 1 | 0
> COc1ccc2occ(C(=O)c3ccc(N=C(C)N(C)C)cc3)c2c1
  -58 | -20 | 31 | 1 | 15 | -76 | 2 | 21 | 3 | 41
> C/C(CC(=O)Nc1ccc(Cl)c(Cl)c1)=N\NC(N)=S
  -42 | 2 | -5 | -6 | 9 | 3 | -5 | 35 | 13 | 2
> O=C1[C@H]2CCCC[C@H]2C(=O)N1CCCCN1CCN(c2nsc3ccccc23)CC1
  x | 1 | 3 | x | 2 | -26 | x | -12 | -1 | -2
> O=C(NCc1ccccc1Cl)c1cc(C(=O)C2CC2)c[nH]1
  -44 | 0 | -3 | 2 | -2 | 2 | -7 | 5 | 0 | -1
> O=C(NN1CCOCC1)c1sc2cccc(F)c2c1Cl
  3 | 3 | x | 4 | 2 | -12 | -1 | -9 | 0 | -1
> O=S(=O)(NC1=NCCCCC1)c1ccccc1Cl
  -19 | 1 | 6 | -4 | -4 | 1 | -6 | 7 | -4 | -3
> O=C(CSc1cc(Cl)ccc1Cl)NC1CCCc2ccccc21 (centres undefined)
  -34 | -7 | -4 | 5 | -4 | 14 | -4 | -10 | -1 | 0
> COc1ccc(-c2nc(CS(=O)CC(=O)N3CCN(C)CC3)c(C)o2)cc1OC (centres undefined)
  -3 | 1 | -5 | 0 | -6 | 4 | -6 | -12 | -7 | -6
> NC(=O)c1c(NC(=O)COC(=O)CSc2nnc(-c3ccc(Cl)cc3)o2)sc2c1CCC2
  -4 | -3 | 1 | -7 | 1 | -6 | 6 | 0 | 0 | 7
> CCOC(=O)c1sc(=S)n(-c2ccc(Cl)cc2)c1C
  0 | 3 | 0 | 0 | -1 | 9 | 6 | -6 | 1 | 2

The list continues:
smiles | KLF5 inh | GSK3B inh | Dyrk1A ADPGlo | IEC-6 cytotox | HSF1 inh | aSyn 5UTR inh | HSP90 inh | HSF1 activator | Platelet DG rel | GSK3A inh
COc1ccc(C(=O)NC(=O)CSc2nnc(-c3ccco3)n2-c2ccccc2)cc1 | -25 | x | 6 | -6 | x | x | -2 | x | x | x
O=C(NCCCN1CCN(c2ccccc2F)CC1)C1CCN(S(=O)(=O)N2CCOCC2)CC1 | -4 | 1 | 1 | -2 | -6 | -1 | 4 | 5 | 28 | x
O=S(=O)(N1CCCCC1)N1CCN(S(=O)(=O)N2CCCCC2)CC1 | -18 | 0 | 2 | -1 | -12 | 20 | 0 | 12 | -15 | x
O=C(COC(=O)c1cc([N+](=O)[O-])ccc1N1CCOCC1)c1ccccc1Cl | -19 | 0 | -2 | 5 | 2 | 12 | -3 | -9 | -1 | 0
COc1ccc(CCNC(=O)CSc2nc(N)cc(=O)[nH]2)cc1OC | -29 | 2 | -2 | 1 | 0 | -4 | 5 | 9 | -1 | -1
CCOC(=O)c1nnn(-c2nonc2N)c1CN1CCCC1 | 14 | 2 | 12 | 0 | 1 | 1 | 2 | -18 | 1 | x
COc1ccc(Nc2n[nH]c(N)c2C(N)=O)cc1 | -18 | 0 | 3 | 4 | -6 | -9 | 0 | 15 | 4 | x
c1csc(-c2cn3ccc4ccccc4c3n2)c1 | -12 | -2 | 19 | 19 | 26 | -209 | 1 | u | 1 | 8

Given with each value named: entries from further up
> O=C(NCCCN1CCN(c2ccccc2F)CC1)C1CCN(S(=O)(=O)N2CCOCC2)CC1
  KLF5 inh = -4	GSK3B inh = 1	Dyrk1A ADPGlo = 1	IEC-6 cytotox = -2	HSF1 inh = -6	aSyn 5UTR inh = -1	HSP90 inh = 4	HSF1 activator = 5	Platelet DG rel = 28	GSK3A inh = x
> O=S(=O)(N1CCCCC1)N1CCN(S(=O)(=O)N2CCCCC2)CC1
  KLF5 inh = -18	GSK3B inh = 0	Dyrk1A ADPGlo = 2	IEC-6 cytotox = -1	HSF1 inh = -12	aSyn 5UTR inh = 20	HSP90 inh = 0	HSF1 activator = 12	Platelet DG rel = -15	GSK3A inh = x
> O=C(COC(=O)c1cc([N+](=O)[O-])ccc1N1CCOCC1)c1ccccc1Cl
  KLF5 inh = -19	GSK3B inh = 0	Dyrk1A ADPGlo = -2	IEC-6 cytotox = 5	HSF1 inh = 2	aSyn 5UTR inh = 12	HSP90 inh = -3	HSF1 activator = -9	Platelet DG rel = -1	GSK3A inh = 0
> COc1ccc(CCNC(=O)CSc2nc(N)cc(=O)[nH]2)cc1OC
  KLF5 inh = -29	GSK3B inh = 2	Dyrk1A ADPGlo = -2	IEC-6 cytotox = 1	HSF1 inh = 0	aSyn 5UTR inh = -4	HSP90 inh = 5	HSF1 activator = 9	Platelet DG rel = -1	GSK3A inh = -1

More structures:
smiles | KLF5 inh | GSK3B inh | Dyrk1A ADPGlo | IEC-6 cytotox | HSF1 inh | aSyn 5UTR inh | HSP90 inh | HSF1 activator | Platelet DG rel | GSK3A inh
CCCCC(Sc1nc(N)c(NC(=O)c2ccc(OCC)cc2)c(=O)[nH]1)C(=O)O (centres undefined) | -6 | -3 | -1 | -2 | -6 | -5 | -1 | 5 | 10 | -5
CCCCN(C/C=C/c1ccccc1OC)Cc1ccccc1 | -2 | -1 | 10 | -2 | 0 | 7 | 6 | 1 | -1 | 0
Cc1ccc(S(=O)(=O)N(C)C)cc1NC(=S)NC(C)CCC(C)C (centres undefined) | -9 | -3 | -5 | 2 | 10 | 20 | -1 | 38 | 6 | x
CCCCNc1c(N)n(CC(C)C)c(=O)[nH]c1=O | -7 | 1 | x | -6 | 3 | -3 | -1 | -5 | 2 | 6
CC1CN(C(=O)N(C)C)CCN1C(=O)N(C)C (centres undefined) | -25 | -3 | 3 | 2 | -4 | -1 | 4 | -5 | -2 | 2
C=CCOC(=O)N1CCN(c2cccc(C(F)(F)F)c2)CC1 | -19 | 2 | 4 | 2 | -3 | 5 | -2 | 6 | 0 | -2
Cc1cc(C)n(CC(=O)NNC(=O)c2cccc(C(F)(F)F)c2)n1 | -10 | 1 | 0 | -8 | -9 | 2 | 1 | -3 | -12 | 1
CCOC(=O)C[C@H]1c2cc(C(F)(F)F)ccc2S(=O)(=O)N1C(C)C | x | -3 | 54* | x | -8 | 8 | x | -3 | 0 | 1
CCCN1CCN(CCCNC(=O)Cn2ncc3c4ccccc4n(C)c3c2=O)CC1 | 10 | 1 | -2 | -3 | -13 | 0 | -2 | -12 | 9 | 0
